Mito fusion yeast – mitochondrial division inhibition or fusion activation | S. cerevisiae fusion-defective mutant growth rescue, CellTiterGlo 48 h | Potency, µM (top dose mostly 46.1 µM), for the others: at the top dose growth rescue (activation), most hits filed as activators | 320,000 tested, 0.23% active | AID 485298;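 also: potency is read from the fitted curve at half-maximal effect; % of control where 0% means no effect; nearly all actives have a fitted effect of over 45% in size; temperature-sensitive fusion mutants such as fzo1-1 at 37 °C on non-fermentable ethanol glycerol medium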
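Temperature-sensitive fusion-defective S. cerevisiae (e.g. fzo1-1, mgm1-5) were grown with compound in YPEG medium (3% ethanol, 3% glycerol) for 48 hours at 37C. Growth rescue was measured as viability by CellTiterGlo luminescence after 10 minutes at ambient.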
TSHR antagonist – human thyrotropin receptor antagonism | TSHR-expressing cells, TSH-stimulated cAMP HTRF, 2 h; stronger effect = lower value | activity change, negative = inhibition, % at 11.5 µM | 330,000 tested, 0.2% active;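 active = activity change below a set negative limit, meaning inhibition stronger than a set level, cut at about -70% in these data; inconclusive = activity change between two set negative limits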; also: % is scaled to controls: 0 for no effect and ±100 for the full control effect
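Antagonism was scored as loss of TSH-driven cAMP in TSHR cells, stimulated with 4nM TSH (EC80) for 2 hours at 37 deg C and detected by homogeneous HTRF competition immunoassay.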
MBNL1 CUG block – inhibitors of human MBNL1 binding to CUG repeat RNA. Q9NR56. TR-FRET MBNL1-His/biotin-(CUG)12 binding, 665/545 ratio. Potency, µM (titrated, usually from 57.5 µM), for the others: at the top dose activity change, negative = inhibition, actives largely listed as inhibitors. 280,000 tested, 0.036% active. AID 2675; active = well fitted inhibition curve with a large enough effect in the signal ratio, with a control signal flat, not every such curve was filed as active; inconclusive = small, poorly fitted or top-dose-only effect, or effect the other way, or a change in a side signal; inactive = no such curve, though single readings can be large or run the other way; the % refers to the signal ratio; also: potency is read from the fitted curve at half-maximal effect; % is scaled to controls: 0 for no effect and ±100 for the full control effect
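TR-FRET between His-tagged MBNL1 and biotin-(CUG)12 RNA, detected with Tb anti-His antibody (0.055 ng/ul) and streptavidin-XL665 (5 nM), 60 min at room temperature. Compounds titrated 92 nM to 58 uM; 665/545 nm ratio normalized to buffer and complex controls.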
BCR signal inh – blocks chronic active B-cell receptor signaling. ABC-DLBCL IkBa-CBG/CBR reporter, luminescence ratio, 4 h. Potency, µM (doses to about 46.1 µM), without a hit: top-dose ratio change, negative = lower green/red ratio, hits mostly inhibitors. 340,000 tested, 0.05% active. AID 493014; active = well fitted inhibition curve with a large enough effect in the signal ratio, with a control signal flat, not every such curve was filed as active; inconclusive = small, poorly fitted or top-dose-only effect, or effect the other way, or a change in a side signal; the % refers to the signal ratio;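 also: potency is read from the fitted curve at half-maximal effect; plate controls were basal doxycycline-induced cells for no effect and cells given 10 µM MG132 for full effect; MG132 reads +100%, hits lower the ratio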
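Compounds up to 46 uM were incubated four hours with TMD8 cells whose green CBG68 luciferase is fused to IkappaBalpha; red CBR luminescence normalised the signal, and concentration-effect curves were fitted to fusion, red and ratio data.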
ASM inhibitor – blocks human secretory acid sphingomyelinase | P17405 | AID 504937 | 340,000 tested, 0.006% active | Potency, µM (series often up to 57.5 µM), for the others: at the top dose activity change, negative = inhibition, usual class: inhibitors | placental ASM, HMU-PC fluorogenic substrate, 60 min; also: potency is read from the fitted curve at half-maximal effect
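HMU-PC0 cleavage (9 uM final) by human placental ASM, 60 min at 37 °C following 10 min compound exposure at RT; stopped at pH 10, fluorescence Ex 386/Em 447 nm.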
Menin MLL FP TR – displaces Texas Red mutant MLL peptide from human menin. 270,000 tested, 0.23% active. AID 1768. Menin + Texas Red MLL mutant peptide, fluorescence polarization. O00255. Potency, µM (series often up to 61.6 µM), inactives show at the top dose FP activity change, negative = inhibition, usual class: inhibitors; active = well fitted inhibition curve with a large enough effect in the polarisation, with a control signal flat, not every such curve was filed as active; inconclusive = small, poorly fitted or top-dose-only effect, or effect the other way, or a change in a side signal; inactive = no such curve, though single readings can be large or run the other way; the % refers to the polarisation; also: potency is read from the fitted curve at half-maximal effect; % of control where 0% means no effect; many of its hits are not listed in these tables
PKM2 act – activators of human pyruvate kinase M2. AID 1631. 260,000 tested, 0.34% active. P14618. Potency, µM (series often up to 57.5 µM), inactives show top-dose activation, usual class: activators. purified PKM2, Kinase-Glo ATP luminescence, activation; response scale: 0% is enzyme alone, no compound; also: potency is read from the fitted curve at half-maximal effect; % is scaled to controls: 0 for no effect and ±100 for the full control effect; nearly all actives have a fitted effect of over 55% in size
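Purified hPK-M2 (>95%) run at intermediate activity with 0.1 mM ADP and 0.5 mM PEP in 50 mM imidazole pH 7.2, KCl, MgCl2; 1 h room temperature. ATP formed read by Kinase-Glo luminescence; normalized to uninhibited and no-enzyme controls.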
hERG WT inh – inhibitors of human wildtype KCNH2 potassium channel. Q12809. U2OS, BacMam KCNH2, thallium flux FluxOr; stronger effect = lower value. activity change, % at 1.84 µM. 340,000 tested, 0.37% active;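 active = maximum activity change below -70%; inconclusive = maximum activity change between -70% and -50%; inactive = maximum activity change above -50%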; also: % is scaled to controls: 0 for no effect and ±100 for the full control effect
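U2OS cells were transduced with wild-type KCNH2 virus (2.03 x 10^8 / mL) for 4 h at room temperature, then cultured overnight at 37 C. Thallium flux was read with FluxOr dye. Rate constants were normalized to DMSO controls.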
USP2a inh – inhibitors of human ubiquitin-specific protease USP2a | USP2 core, Ub-CHOP2 coupled fluorogenic reporter, 485/531 | Potency, µM (titrated, usually from 38.3 µM), without a hit: top-dose activity change, negative = inhibition, hits mostly inhibitors | O75604 | 330,000 tested, 0.01% active | AID 463254;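 also: potency is read from the fitted curve at half-maximal effect; plate controls were DMSO wells for no effect and full inhibition by NEM control for full effect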
Target sequence (O75604 whole entry, looked up): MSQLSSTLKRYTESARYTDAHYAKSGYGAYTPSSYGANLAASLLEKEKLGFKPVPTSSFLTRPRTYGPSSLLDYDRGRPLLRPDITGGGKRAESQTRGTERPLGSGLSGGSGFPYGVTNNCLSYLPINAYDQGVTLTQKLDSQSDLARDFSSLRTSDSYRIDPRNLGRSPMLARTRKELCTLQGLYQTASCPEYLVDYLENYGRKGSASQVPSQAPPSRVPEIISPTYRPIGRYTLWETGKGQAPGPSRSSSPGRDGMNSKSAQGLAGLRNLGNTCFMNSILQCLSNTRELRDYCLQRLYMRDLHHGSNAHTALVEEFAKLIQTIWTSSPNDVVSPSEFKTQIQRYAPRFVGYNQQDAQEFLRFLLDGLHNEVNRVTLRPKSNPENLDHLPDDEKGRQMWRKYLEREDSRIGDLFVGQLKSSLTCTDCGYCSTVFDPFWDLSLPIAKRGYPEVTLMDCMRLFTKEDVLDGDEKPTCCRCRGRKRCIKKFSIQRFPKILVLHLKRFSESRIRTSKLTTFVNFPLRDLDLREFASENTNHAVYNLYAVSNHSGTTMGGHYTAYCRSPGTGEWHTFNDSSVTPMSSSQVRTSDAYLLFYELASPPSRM
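USP2 core (10nM final) preincubated 30min RT with compound in 20mM Tris-HCl pH 8.0, 2mM CaCl2, 2mM beta-mercaptoethanol, 0.05% CHAPS; 25nM Ub-CHOP2 plus 25nM reporter substrate added, fluorescence (Ex485/Em531) read after 60min.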
GALK inhibitor – blocks human galactokinase activity. P51570. Purified GALK, Kinase-Glo residual ATP luminescence. Potency, µM (highest dose often 57.5 µM), inactives show top-dose activity change, negative = inhibition, actives largely listed as inhibitors. 270,000 tested, 0.007% active; also: potency is read from the fitted curve at half-maximal effect; % is scaled to controls: 0 for no effect and ±100 for the full control effect
Target sequence (P51570 whole entry, looked up): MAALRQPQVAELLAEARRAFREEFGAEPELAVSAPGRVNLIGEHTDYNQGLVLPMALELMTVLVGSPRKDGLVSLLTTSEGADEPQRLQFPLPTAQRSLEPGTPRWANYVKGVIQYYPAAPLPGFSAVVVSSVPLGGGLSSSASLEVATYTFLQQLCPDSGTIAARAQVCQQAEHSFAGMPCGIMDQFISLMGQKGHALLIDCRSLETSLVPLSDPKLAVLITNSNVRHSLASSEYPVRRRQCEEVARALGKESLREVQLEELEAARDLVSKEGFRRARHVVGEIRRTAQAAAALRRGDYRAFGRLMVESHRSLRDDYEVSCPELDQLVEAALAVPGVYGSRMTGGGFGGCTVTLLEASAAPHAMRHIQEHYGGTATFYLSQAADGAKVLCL
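Compounds were pin-transferred into ATP buffer (35 uM final), then GALK plus galactose (5 nM, 100 uM final) was added. After 1 h at room temperature, Kinase-Glo Plus was added and luminescence read after 10 min.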
Eya2 inh – Eya2 (human) phosphatase inhibition. Potency, µM (titrated, usually from 76.9 µM), for the others: at the top dose activity, negative = inhibition, hits mostly inhibitors. AID 488837. recombinant Eya2, OMFP fluorescence dephosphorylation (OMFP is methylfluorescein phosphate). O00167. 330,000 tested, 0.006% active; also: potency is read from the fitted curve at half-maximal effect; % is scaled to controls: 0 for no effect and ±100 for the full control effect
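Eya2 (0.2 uM) preincubated 10 min at ambient with compound, then OMFP substrate added at 50 uM; 10 min reaction in 50 mM HEPES pH 7.5, 50 mM NaCl, 5 uM MgCl2, 0.05% BSA, 1 mM DTT. Fluorescence read at Ex 485/Em 525 nm.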
* marks the source's active call; other numbers are inactive results; ? = inconclusive; nt = no result given; & = joins results of further samples; [ ] = another dose, or the depositor's remark. Unless noted, calls follow the shape of the dose curve; as a rule, active = well fitted curve in the direction sought with a large enough effect; inconclusive = small, poorly fitted or top-dose-only effect, or another doubt; inactive = no such curve, though single readings can be large; an effect the other way counts as inactive or inconclusive. A portion of the library; count on the stated rates, not on these rows.

| canonical_smiles | USP2a inh | PKM2 act | BCR signal inh | Mito fusion yeast | MBNL1 CUG block | Eya2 inh | hERG WT inh | ASM inhibitor | TSHR antagonist | Menin MLL FP TR | GALK inhibitor |
| --- | --- | --- | --- | --- | --- | --- | --- | --- | --- | --- | --- |
| CCN(CC)CCCN=Cc1c(O)n(CCc2ccc(OC)c(OC)c2)c(=O)[nH]c1=O | 0% | -2% | 1% | 2% | -4% | 1% | 6 | 5% | -3 | 0% | 3% |
| CC1(C)C(C(=O)N2CCN(C(=O)c3ccccc3)CC2)C1(C)C | 1% | -8% | 0% | 4% | -4% | 3% | 7 | 3% | 7 | -3% | 0% |
| C=CCNC(=S)Nc1ccc(OC(=O)Nc2ccc(Cl)c(Cl)c2)cc1 | 5% | -11% | ? | -10% | -16% | -23% | -6 | 4% | 2 | nt | 3% |
| C=Cn1ccnc1P(=S)(c1c(C)nn(-c2ccccc2)c1C)c1nccn1C=C | 2% | -2% | ? | 2% | -3% | 10% | 11 | 2% | -2 | -15% | 6% |
| NC(=O)CSP(=O)(c1ccccc1)c1ccccc1 | 0% | 0% | -2% | 5% | -4% | 6% | -1 | 3% | -4 | -49% | -5% |
| OCC12COC3c4ccccc4C(OC1)N32 (centres undefined) | -1% | -9% | 1% | -3% | -1% | -2% | -21 | 7% | -7 | 10% | 0% |
| CCc1ccc(NC(=O)CN2CC(c3ccccc3)CC2=O)cc1 (centres undefined) | -1% | -1% | 11% | 0% | -7% | -4% | 1 | -2% | 8 | nt | 3% |
| CCN(C(=O)COC(=O)c1cn(C)c2ccccc12)c1ccc(F)cc1 | 2% | nt | -1% | 7% | nt | -10% | 1 | -1% | 2 | nt | nt |
| CC(c1ccccc1)n1cncc1C(=O)O (centres undefined) | 1% | 2% | -1% | -1% | 10% | 5% | 2 | 5% | 3 | 0% | -1% |
| O=C(Nc1ccncc1)c1cccn(Cc2ccccc2)c1=O | 3% | 1% | ? | 0% | nt | -14% | 11 | 0% | -15 | 8% | -6% |
| COc1cc(O)cc2c1cc([N+](=O)[O-])c1c(C(=O)O)cc3c(c12)OCO3 | 7% | nt | 1% | nt | nt | 7% | -3 | -1% | 3 | nt | nt |
| CN1CCN(CCOC2c3ccccc3CSc3ccc(Cl)cc32)CC1 (centres undefined) | 3% | 4% | ? | -8% | -2% | 4% | 3 | -3% | 8 | -25% | 0% |
| COC(=O)C1=C(c2ccc(F)cc2OCc2ccccc2)C[C@@H]2CC[C@H]1N2C(=O)NCC1CC1 | -1% | nt | -1% | ? | nt | -1% | -6 | -3% | 9 | nt | nt |
| CCc1ccc(NC(=O)C(C)OC(=O)c2c(C)nn(Cc3ccccc3)c2Cl)cc1 (centres undefined) | -2% | 4% | 3% | -7% | -5% | 7% | 0 | -2% | -14 | 7% | -2% |
| O=C(CNC(=O)c1cccs1)OCC(=O)c1ccc([N+](=O)[O-])cc1 | -2% | -5% | -28% | 9% | ? | -4% | 1 | -2% | 27 | 5% | 4% |
| Cc1onc(-c2c(Cl)cccc2Cl)c1/C(N)=N/OC(=O)N(C)C | 4% | 7% | ? | 2% | -10% | -11% | 7 | 0% | 4 | nt | -2% |
| O=C(O)c1ccc(/C=C/c2nc3ccccc3c(=O)n2-c2ccc(Br)cc2)cc1 | 4% | 0% | ? | 18% | ? | 11% | 6 | 4% | -8 | 41%[activator] | -1% |
| O=C1NC(=O)N(Cc2ccco2)C(=O)/C1=C\c1ccc(-c2ccc(F)cc2)o1 | 0% | 22% | -10% | 1% | 9% | 3% | -2 | -7% | -1 | nt | nt |
| CCOP(=O)(OCC)C(NC(=O)c1cccc2ccccc12)C(Cl)(Cl)Cl (centres undefined) | 3% | -10% | -1% | -1% | -1% | -2% | -5 | 3% | 51 | 8% | -2% |
| CCOC(=O)C1(c2ccccc2)Oc2ccccc2C(c2ccc(OC)cc2)=C1C(=O)OC (centres undefined) | 0% | nt | -5% | nt | nt | -4% | -6 | -1% | 3 | -17% | nt |
| NCCc1c[nH]c2ccc(F)cc12 | 1% | -14% | -1% | -2% | -6% | 7% | nt | nt | 11 | -17% | 2% |
| CN(C)C(=O)Oc1ccc2ccccc2c1Cl | -10% | -7% | ? | -1% | -3% | 3% | 1 | -2% | 1 | -9% | 2% |
| CCCCN=Cc1c(O)n(-c2c(C)cc(C)cc2C)c(=O)[nH]c1=O | 0% | 3% | ? | -5% | -2% | 16% | -8 | 0% | -3 | 1% | -3% |
| Cc1ccccc1-n1c(O)c(/C=N/NC(=O)c2ccccc2O)c(=O)[nH]c1=S | 0% | -3% | ? | 1% | 14% | 0% | -2 | 16% | 16 | nt | 0% |
| CCCCCCCCC(=O)NCc1ccc(O)c(OC)c1 | -1% | nt | 0% | 6% | nt | -8% | 30 | 1% | -2 | -11%&-3%&3% | nt |
| CCCCn1c(O)c(C(C)=NCCc2c[nH]c3ccccc23)c(=O)[nH]c1=O | -6% | 15% | 4% | 14% | -1% | -17% | -6 | -20% | 1 | nt | 3% |
| CCOC(=O)C1=C(N)OC2=C(C(=O)CCC2)C12C(=O)N1c3c(ccc(C)c32)C(C)=CC1(C)C (centres undefined) | 2% | 13% | 9% | 15% | -4% | -12% | -7 | -1% | 15 | 17% | -1% |
| CCOc1cccc(OCC)c2c(C)[n+](CC3CCCO3)c(C)c1-2 (centres undefined) | 3% | -1% | ? | 0% | 20% | -3% | -9 | -13% | -8 | nt | -3% |
| O=c1c2ccccc2[nH]c(=S)n1-c1ccc2c(c1)OCCO2 | 2% | -2% | ? | 2% | -6% | 5% | -7 | 2% | -7 | nt | 0% |
| O=C(c1cc2cc(Br)ccc2[nH]1)N1CCC2(CC1)OCCO2 | 1% | nt | 0% | 1% | 15% | -3% | -5 | 2% | 5 | nt | 4% |
| CC/C(=N\N1CCCCCC1)c1c(O)n(-c2ccc(C)cc2)c(=O)[nH]c1=O | 2% | -4% | 11% | 0% | 8% | 4% | 27 | -4% | -2 | -6% | 0% |
| CC(=O)c1ccc(NC2=NCCCS2)cc1 | -1% | 0% | 0% | 5% | -7% | 6% | 1 | -13% | -10 | 8% | -2% |
| CCN(CC)C(=O)c1ccc(NC(=O)CSc2nnnn2-c2cc(OC)ccc2OC)cc1 | -1% | -12% | 2% | -2% | -4% | -6% | 6 | 8% | 2 | -14% | -3% |
| COC(=O)C1=C(c2ccc(-c3ccccc3)c(F)c2)C[C@@H]2CC[C@H]1N2C(=O)NCc1cc(C)oc1C(F)(F)F | 2% | nt | 1% | -3% | nt | -8% | nt | -7% | -19 | nt | nt |
| CN1CCN(/N=C/c2c[nH]c3ccccc23)CC1 | 0% | 2% | 2% | -11% | -3% | 3% | -3 | -3% | -13 | nt | -2% |
| O=C1c2ccccc2C(=O)N1Cc1nc2ccccc2c(=O)n1-c1ccccn1 | -7% | 10% | -3% | 1% | 4% | 9% | -2 | 9% | 12 | 17% | 1% |
| COc1ccc(NC(=S)NC(NC(=O)CF)C(Cl)(Cl)Cl)c([N+](=O)[O-])c1 (centres undefined) | 0% | -1% | 3% | 1% | ? | 3% | 4 | 9% | 4 | 7% | nt |
| O=c1c2cc(Cl)cc(Cl)c2nc(CN2CCOCC2)n1-c1ccccc1F | nt | -1% | nt | 11% | -2% | nt | -5 | 2% | nt | 1% | -5% |
| Cc1ccc(-n2c(O)c(/C=N/Nc3ccccc3)c(=O)[nH]c2=O)cc1C | 5% | 8% | 14% | 1% | ? | 5% | -8 | 8% | 5 | nt | nt |
| CCCCn1c(O)c(C=Nc2c(C)n(C)n(-c3ccccc3)c2=O)c(=O)[nH]c1=O | 6% | 0% | 1% | -7% | -2% | -11% | -5 | 4% | -4 | 2% | 3% |
